KCNH2 3.1 block: inhibitors of human KCNH2 3.1 potassium channel isoform; AID 720553; activity change, % (tested at about 1.8 µM); hit rate 0.95% among 340,000; U2OS KCNH2 3.1, thallium flux FluxOr; hits give low values;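 active means maximum activity change below -70%; inconclusive means maximum activity change from -70% to -50%; inactive means maximum activity change above -50%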;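 further: thallium influx rate constant from kinetic fluorescence after stimulation buffer; on the % scale 0 is the no-effect control and ±100 the full control effect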
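FluxOr-based Tl+ influx in U2OS cells transduced with KCNH2 3.1 virus; rate constants normalized to DMSO controls.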
GALK inh: blocks human galactokinase activity; P51570; hit rate 0.007% among 270,000; Purified GALK, Kinase-Glo residual ATP luminescence; Potency, µM (highest dose often 57.5 µM), without a hit: at the highest dose activity change, negative = inhibition, usual class: inhibitors; AID 1868; further: potency means the concentration at half of the fitted maximal effect; on the % scale 0 is the no-effect control and ±100 the full control effect
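Galactose (100 uM) and ATP (35 uM) were turned over by 5 nM GALK for 1 h at RT. Kinase-Glo Plus then converted the remaining ATP into a luminescent signal.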
ASM inhibitor: inhibitors of human secretory acid sphingomyelinase. P17405. placental ASM, HMU-PC fluorogenic substrate, 60 min. Potency, µM (series often up to 57.5 µM), inactives show at the top dose activity change, negative = inhibition, usual class: inhibitors. hit rate 0.006% among 340,000; further: potency means the concentration at half of the fitted maximal effect
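Steps: dispense placental human ASM, pin compound, wait 10 min at room temperature, add HMU-PC0 substrate at 9 uM final, incubate 60 min at 37 °C, add stop solution raising pH to 10, read fluorescence.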
TRPV1 agonist: human TRPV1 agonism; hit rate 0.19% among 320,000; Q8NER1; activation, % at 8.33 µM; TRPV1-expressing cells, Fluo-8 calcium influx, agonist mode; in the data active means activation above about 80%; inconclusive means between about 30% and that limit; further: 0% is about no effect
Target sequence (Q8NER1 whole entry, looked up): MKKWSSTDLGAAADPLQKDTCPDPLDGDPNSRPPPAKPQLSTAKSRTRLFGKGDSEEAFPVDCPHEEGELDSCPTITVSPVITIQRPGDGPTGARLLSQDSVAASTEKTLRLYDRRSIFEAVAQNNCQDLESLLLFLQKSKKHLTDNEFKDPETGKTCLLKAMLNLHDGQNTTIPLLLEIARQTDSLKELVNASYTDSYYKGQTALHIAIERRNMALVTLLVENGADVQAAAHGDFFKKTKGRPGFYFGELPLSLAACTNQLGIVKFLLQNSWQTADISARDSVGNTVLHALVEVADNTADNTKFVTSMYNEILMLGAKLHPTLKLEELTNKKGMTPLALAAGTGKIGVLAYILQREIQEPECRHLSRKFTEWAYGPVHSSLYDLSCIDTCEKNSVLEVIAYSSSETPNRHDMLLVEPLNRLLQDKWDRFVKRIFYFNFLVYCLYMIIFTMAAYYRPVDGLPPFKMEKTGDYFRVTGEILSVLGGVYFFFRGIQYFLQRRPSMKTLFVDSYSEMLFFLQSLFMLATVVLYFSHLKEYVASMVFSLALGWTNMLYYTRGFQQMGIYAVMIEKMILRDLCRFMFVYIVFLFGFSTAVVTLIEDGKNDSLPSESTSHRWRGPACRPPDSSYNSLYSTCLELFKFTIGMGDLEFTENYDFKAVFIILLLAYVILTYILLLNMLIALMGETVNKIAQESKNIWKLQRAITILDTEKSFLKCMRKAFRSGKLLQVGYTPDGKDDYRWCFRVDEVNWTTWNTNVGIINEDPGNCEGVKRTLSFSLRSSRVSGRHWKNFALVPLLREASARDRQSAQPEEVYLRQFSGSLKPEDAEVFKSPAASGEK
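Cells expressing TRPV1 were dye-loaded with Fluo-8 and read kinetically: 10 s baseline, 3 min after compound (agonist portion), then 2 min after EC20 capsaicin (allosteric enhancer portion). Calcium-bound dye fluorescence at 480/520 nm.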
a7 integrin act: activates integrin-mediated alleviation for muscular dystrophy. alpha7betagal myoblasts, beta-gal FDG fluorescence, 48 h. Potency, µM (series often up to 38.3 µM), without a hit: top-dose activation, most hits filed as activators. hit rate 0.064% among 350,000. AID 624291;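 further: potency means the concentration at half of the fitted maximal effect; 100% = response of the positive control SU9516; nearly all actives have a fitted effect of over 60% in size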
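alpha7betagal+/- myoblasts (passage 13, 250/well) treated 48 h at 37C with compounds at 1:260 dilution of DMSO stock. Lysed, then beta-galactosidase activity read as FDG fluorescence (ex 480/em 540) after 30 min, with pre-read for autofluorescence.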
CXXC DNA block: blocks binding of human MLL CXXC domain to DNA; AID 2662; Q03164; hit rate 0.037% among 290,000; Potency, µM (highest dose often 115 µM), for the others: at the top dose activity change, negative = inhibition, actives largely listed as inhibitors; MLL-CXXC / FITC-HOXA9 DNA fluorescence polarization; active means well fitted inhibition curve with a large enough effect in the polarisation, with a control signal flat, not every such curve was filed as active; inconclusive means small, poorly fitted or top-dose-only effect, or effect the other way, or a change in a side signal; inactive means no such curve, though single readings can be large or run the other way; the % refers to the polarisation; further: potency means the concentration at half of the fitted maximal effect
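Steps: dispense CXXC domain solution (7 uM) → pin compounds or unlabeled HOX-A9 DNA control → 5 min ambient → add FLSN-HOX-A9 solution (50 nM) → spin → 30 min ambient → fluorescence polarization. Tris pH 7.5/NaCl/DTT/BSA buffer.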
KCNH2 WT inh: inhibitors of human wildtype KCNH2 potassium channel; Q12809; U2OS, BacMam KCNH2, thallium flux FluxOr; hits give low values; activity change, % at 1.84 µM; hit rate 0.37% among 340,000; AID 720551;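 active means maximum activity change below -70%; inconclusive means maximum activity change between -70% and -50%; inactive means maximum activity change above -50%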; further: on the % scale 0 is the no-effect control and ±100 the full control effect
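U2OS cells transduced with wild-type KCNH2 virus are loaded with FluxOr dye for 45 min, and thallium flux is measured in kinetic reads before and after stimulation buffer. Rate constants are normalized to DMSO controls.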
MBNL1-CUG inh: blocks human MBNL1 binding to CUG repeat RNA | Q9NR56 | TR-FRET MBNL1-His/biotin-(CUG)12 binding, 665/545 ratio | Potency, µM (top dose mostly 57.5 µM), without a hit: at the top dose activity change, negative = inhibition, actives largely listed as inhibitors | hit rate 0.036% among 280,000; active means well fitted inhibition curve with a large enough effect in the signal ratio, with a control signal flat, not every such curve was filed as active; inconclusive means small, poorly fitted or top-dose-only effect, or effect the other way, or a change in a side signal; inactive means no such curve, though single readings can be large or run the other way; the % refers to the signal ratio; further: potency means the concentration at half of the fitted maximal effect; on the % scale 0 is the no-effect control and ±100 the full control effect
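Inhibition of protein-RNA binding appears as loss of TR-FRET between terbium anti-His antibody on MBNL1-His and streptavidin-XL665 on biotin-(CUG)12. Activity is normalized to buffer-only and uninhibited-complex controls.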
AT treatment: potential ataxia-telangiectasia treatments restoring KAP-1 phosphorylation | Potency, µM (titrated, usually from 57.5 µM), for the others: at the highest dose activation, actives largely listed as activators | hit rate 0.19% among 320,000 | […] A-T fibroblasts, KAP-1 phosphorylation AlphaLISA; neocarzinostatin DNA damage 30 min before lysis; further: potency means the concentration at half of the fitted maximal effect; % of control where 0% means no effect; nearly all actives have a fitted effect of over 45% in size
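ATM-like activity read as KAP-1 phosphorylation via AlphaLISA donor/acceptor antibody pairs after lysis and 6 hr at 25C. Cells were ATM-null patient fibroblasts ([…], hTERT), dosed 60 min, then exposed to the DSB inducer NCS for 30 min.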
Coupling enz: coupling enzyme interference in Giardia aldolase counter-screen; coupling enzyme system counterscreen, AmpLite Red fluorescence; activity change, negative = inhibition, % at 58.2 µM, hits read low; hit rate 0.67% among 290,000; in the data active means activity change below about -30%; further: on the % scale 0 is the no-effect control and ±100 the full control effect
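Fluorescence at 525 nm excitation and 598 nm emission measured inhibition of the coupled detection system without aldolase. Compounds (at 57.5 uM final) were preincubated 10 min at room temperature with coupling enzyme reagent before a 20 min substrate/AmpLite Red step.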
* marks the source's active call; other numbers are inactive results; u = inconclusive; x = no result given; [ ] = dose if it differs, or a comment. Unless noted, the call rests on the fitted dose curve; in most records, active means well fitted curve in the direction sought with a large enough effect; inconclusive means small, poorly fitted or top-dose-only effect, or another doubt; inactive means no such curve, though single readings can be large; an effect the other way counts as inactive or inconclusive.

SMILES | KCNH2 3.1 block | GALK inh | ASM inhibitor | TRPV1 agonist | a7 integrin act | CXXC DNA block | KCNH2 WT inh | MBNL1-CUG inh | AT treatment | Coupling enz
COc1cccc(/C=C/C(=O)N(C)CC(=O)Nc2ccc(Cl)c(C(F)(F)F)c2)c1 | -1 | x | -2% | 22 | 0% | x | -1 | x | 14% | x
O=C(C1CCCCC1)N1CCCC(c2nc(-c3ccc(F)cc3)no2)C1 (stereo not drawn) | -1 | -3% | 4% | u | 24% | -8% | 1 | -3% | 3% | -4
Oc1[nH]c2ccccc2c1C=NCC1CCCO1 (stereo not drawn) | -12 | 1% | 5% | 16 | -6% | -2% | 1 | 5% | -4% | -1
O=C(CN1CCCC1)N1c2ccccc2C=Cc2ccccc21 | 13 | 5% | 1% | -2 | u | 1% | x | -1% | -3% | 0
CN(C)c1ccc(N=Cc2nc(-c3ccccc3)oc2OC(=O)c2cccc(Cl)c2)cc1 | -15 | 1% | x | 80* | 3% | 32%[activator] | -1 | u | -1% | 1
Cc1ccc(NC(=S)N(CCCN2CCCC2)Cc2cccn2Cc2ccc(Cl)cc2)cc1 | -4 | 11% | -3% | 4 | -62%[inhibitor] | 13% | 2 | 4% | 2% | 0
Cc1cc(C(=O)OCC(=O)N2C(C)CCCC2C)c(C)o1 (stereo not drawn) | -2 | 1% | 6% | 3 | 9% | 0% | 1 | -4% | 4% | -1
Cc1nnc2n1NC(c1ccc(Cl)cc1)C(C(=O)N(C)C1CCCCC1)S2 (stereo not drawn) | -11 | -1% | 6% | 1 | 8% | -11% | -2 | -7% | -7% | -2
CCC(C)NS(=O)(=O)c1ccc(OCC(=O)NCc2ccccn2)cc1 (stereo not drawn) | 9 | 6% | 1% | -2 | 26% | 2% | -1 | -4% | 4% | 0
CC(=O)NCCc1c[nH]c2ccc(OCC(O)CNC(C)(C)C)cc12 (stereo not drawn) | 12 | 4% | 5% | 4 | 20% | -4% | 21 | 4% | 1% | 1
CCOC(=O)Nc1sc2nc(C)cc(C)c2c1-n1cccc1 | -9 | 3% | -2% | 1 | -23% | -15% | 9 | -2% | 6% | -12
CSc1cc(-c2ccncc2)nc(-c2ccc(Cl)cc2)c1 | -8 | -3% | -10% | 15 | -28% | 6% | -3 | -1% | -4% | -1
O=C(Cc1ccccc1)N1CCc2[nH]nc(-c3ccccc3)c2C1 | 1 | -5% | -4% | 3 | 0% | 9% | 6 | -1% | -11% | 3
O=C(CSc1ncn[nH]1)Nc1ccc(Br)cc1F | -11 | 0% | 2% | 1 | -11% | 6% | 3 | -3% | 4% | 4
Cc1cccc(N2CCN(C(=O)CCCn3c(=O)[nH]c4ccsc4c3=O)CC2C)c1 (stereo not drawn) | -9 | -2% | -1% | 2 | 0% | 18% | 5 | -5% | 4% | 2
O=C(CN1C(=O)COc2ccccc21)N1CCc2ccccc21 | -4 | -1% | 10% | -1 | 7% | 0% | -4 | 6% | 10% | -1
Cc1noc(C)c1-c1nc(CS(=O)(=O)c2ccc(F)cc2)no1 | -10 | -1% | 2% | 3 | -25% | -3% | 1 | x | 7% | 1
O=C(N/C(=C\c1cccc(Br)c1)C(=O)N1CCCCC1)c1ccco1 | 16 | 7% | 3% | 4 | 2% | -2% | 2 | 1% | -2% | -2
CCC(=O)Nc1ccc(C(=O)COC(=O)c2sc(C)nc2C)cc1 | -7 | x | 3% | -3 | -3% | x | -4 | x | 0% | x
CCS(=O)(=O)N1N=C(c2cccc(NS(C)(=O)=O)c2)CC1c1cccs1 (stereo not drawn) | -12 | 0% | 5% | 0 | 11% | u | 1 | 7% | 4% | x
COc1ccc(CN2CCCC(C(=O)Nc3cccc(-n4cccn4)c3)C2)c(F)c1 (stereo not drawn) | -19 | 4% | -2% | -1 | -14% | 22% | 47 | -3% | 4% | x
O=C1Nc2ccccc2N(O)N1c1cc(-c2cccc(Cl)c2)no1 | 10 | -9% | 11% | 0 | -14% | -12% | -8 | 5% | -1% | 9
O=C(COC(=O)CC1CCS(=O)(=O)C1)Nc1ccc(F)cc1 (stereo not drawn) | 14 | x | 5% | x | -2% | x | -5 | x | -6% | x
O=C(CC(=O)Nc1ccccc1C(=O)O)NNC(=O)Cc1ccccc1 | 12 | 0% | 0% | 1 | 8% | -19% | -7 | x | -2% | -1
CN(Cc1ccccc1)C(=O)COc1cc(=O)n(C)c2ccccc12 | -5 | -1% | -1% | 0 | 17% | -12% | 1 | -2% | 4% | -2
Cc1nc(C(=O)N2CCCC(N3CCN(c4ccccc4C)CC3)C2)cs1 (stereo not drawn) | -20 | 1% | 1% | 6 | -4% | -14% | 6 | 6% | 9% | x
COc1ccc(S(=O)(=O)N2CCN(C(=O)c3cccs3)CC2)cc1OC | -3 | 3% | 0% | -1 | -6% | 1% | 3 | -6% | 3% | 4
CC1Cc2ccccc2N1C(=S)NC1CCCC1 (stereo not drawn) | -3 | -1% | -3% | 1 | u | -6% | -1 | 2% | 2% | x
Cc1ccc(OCCNC(=O)Cc2ccc(S(=O)(=O)N3CCOCC3)s2)cc1 | 3 | -6% | -1% | -3 | -15% | 49%[activator] | 21 | -2% | 8% | x
COc1cc(C(=O)N2C[C@@H]3CCC[C@H]2C3)ccc1OC1CCN(C(C)=O)CC1 | 7 | 3% | -5% | 1 | -2% | 8% | 4 | -7% | 22% | x
CCc1nn(CCCC(=O)NC(C)c2ccccc2)c(=O)c2cc3occc3n12 (stereo not drawn) | -15 | -2% | -1% | 0 | -17% | 7% | 3 | -6% | 4% | -2
Cc1cc(NC(=O)CSc2ccc3nnc(-c4ccccn4)n3n2)no1 | 8 | 4% | 11% | 16 | 15% | -2% | -13 | 2% | -5% | -4
COc1ccc(N2C(=O)CCC(C(=O)NCc3ccccn3)C2c2ccc(OC)c(OC)c2)cc1 (stereo not drawn) | 6 | 1% | 4% | -3 | 2% | 2% | -3 | -5% | 6% | 3
Cc1sc(-c2ccccn2)nc1OC(=O)c1ccc(Cl)cc1 | -14 | -1% | -12% | 22 | -14% | u | -2 | u | 4% | -1
Cc1ccc(-c2nnc(SCC(=O)NCCN3C(=O)CSC3=O)n2C)cc1 | -2 | x | 4% | -1 | -8% | x | -10 | x | 0% | x
CN(CC(=O)NCCN1CCOCC1)S(=O)(=O)c1ccc(Cl)cc1 | 25 | x | 0% | x | 12% | x | 9 | x | 7% | x
CCc1cccc2c(C(=O)C(F)(F)F)cn(CC(=O)NCC3CCCO3)c12 (stereo not drawn) | -9 | 1% | 2% | -1 | -15% | 6% | -6 | -4% | -9% | 1
Cc1ccc(O)c(C=Nc2cc(C)ccc2O)c1 | -1 | 0% | 0% | -5 | -41% | 11% | -12 | 11% | -6% | -4
CC(NC(=O)COC(=O)Cc1ccccc1[N+](=O)[O-])c1ccccc1 (stereo not drawn) | -18 | 0% | -1% | 24 | 0% | 3% | 0 | x | 6% | -8
COc1cc(NC(=O)c2ccc(C(C)(C)C)cc2)c(OC)cc1NC(=O)CN1CCCCC1 | -22 | -1% | -7% | 0 | -60%[inhibitor] | -9% | 3 | 5% | -1% | -4
COc1ccccc1NC(=O)CSCC(N)=O | 6 | 0% | 4% | 1 | 32% | 1% | -3 | -7% | 7% | 1
Cc1cc(C(=O)NN=C2C3CC4CC(C3)CC2C4)c2ccccc2n1 | 7 | 1% | 2% | -1 | 3% | -1% | 2 | 0% | -2% | 5
CC(C)(C)OC(=O)N(CCc1ccccc1)Cc1ccccc1OCc1cccc(NC(=O)C2CCC2)c1 | 20 | x | 0% | x | 13% | x | 2 | x | x | x
C/C(=N\NC(=O)CN1CCOCC1)C(C)(C)C | -3 | 0% | 0% | 0 | -4% | -1% | 3 | -7% | -16% | 1
O=C(/C=C/c1ccccc1Cl)NC1CCCCC1 | 6 | -3% | -1% | u | -8% | 4% | -10 | -1% | 2% | 1
O=C(Nc1nnc(-c2ccco2)o1)C1CC1 | -1 | 6% | 6% | 0 | 18% | -16% | -13 | 1% | 2% | 1
O=C(NC1(N2CCOCC2)CC1)c1ccc(Cl)cc1 | -19 | 2% | 4% | 4 | 2% | -5% | 8 | -7% | -1% | 6

Reprinted at random: three entries already listed
SMILES | KCNH2 3.1 block | GALK inh | ASM inhibitor | TRPV1 agonist | a7 integrin act | CXXC DNA block | KCNH2 WT inh | MBNL1-CUG inh | AT treatment | Coupling enz
CN(CC(=O)NCCN1CCOCC1)S(=O)(=O)c1ccc(Cl)cc1 | 25 | x | 0% | x | 12% | x | 9 | x | 7% | x
O=C(NC1(N2CCOCC2)CC1)c1ccc(Cl)cc1 | -19 | 2% | 4% | 4 | 2% | -5% | 8 | -7% | -1% | 6
O=C(Nc1nnc(-c2ccco2)o1)C1CC1 | -1 | 6% | 6% | 0 | 18% | -16% | -13 | 1% | 2% | 1

Screens from PubChem BioAssay.
